High-throughput results (PubChem)
MC4R antag cAMP: human MC4R antagonism in cAMP assay | MC4R-expressing cells, MTII-stimulated cAMP, LANCE TR-FRET | inhibition, % at 6.5 µM | 360,000 compounds, 0.48% hits;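 active means inhibition above its plate's cutoff, the mean of tested wells on that plate plus 3 SD, cut at about 29% in these data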;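 further: 0% = Melanotan II alone and 100% = Melanotan II plus saturating MCL0020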
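Assay system: U2OS-MC4R stable cell line; Also added: Melanotan II; Technique: Eu-cAMP/anti-cAMP TR-FRET, emission 671 nm; Times: 30-min compound, 1-h challenge, 1-h detection, room temperature.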
SRC3 inh: human NCOA3 inhibition; AID 588352; 360,000 compounds, 0.17% hits; inhibition, % at 3.6 µM; Q9Y6Q9; HEK293 GAL4-SRC3 luciferase reporter, luminescence;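 active means inhibition above a per-campaign cutoff, the mean of all compounds plus 3 SD, cut at about 60% in these data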;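 further: 0% = DMSO-treated cells and 100% = gossypol-treated cells at 36 µM; higher means less SRC3-driven luciferase light from the GAL4 reporter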
NOD2 RIPK2 PPI: inhibitors of human NOD2-RIPK2 interaction; O43353; CHO BLA complementation NOD2-RIPK2, CCF4 ratio; inhibition, % at 4.98 µM; 360,000 compounds, 0.38% hits; AID 624267; in the data active means inhibition above about 21%;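 further: 0% = vehicle only and 100% = reference blocker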
COUP-TFII inh: blocks human COUP-TFII nuclear receptor; inhibition, % at 8.6 µM; 370,000 compounds, 0.7% hits; HEK293T NGFI-A luciferase reporter, luminescence; P24468;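 active means inhibition above a per-plate cutoff, mean inhibition of test wells between control levels plus 3 SD, cut at about 38% in these data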;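 further: cells cotransfected with COUP-TFII expression vector driving the NGFI-A reporter; 0% = median of COUP-TF2 test wells and 100% = reporter-only cells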
Target sequence (P24468 whole entry, looked up): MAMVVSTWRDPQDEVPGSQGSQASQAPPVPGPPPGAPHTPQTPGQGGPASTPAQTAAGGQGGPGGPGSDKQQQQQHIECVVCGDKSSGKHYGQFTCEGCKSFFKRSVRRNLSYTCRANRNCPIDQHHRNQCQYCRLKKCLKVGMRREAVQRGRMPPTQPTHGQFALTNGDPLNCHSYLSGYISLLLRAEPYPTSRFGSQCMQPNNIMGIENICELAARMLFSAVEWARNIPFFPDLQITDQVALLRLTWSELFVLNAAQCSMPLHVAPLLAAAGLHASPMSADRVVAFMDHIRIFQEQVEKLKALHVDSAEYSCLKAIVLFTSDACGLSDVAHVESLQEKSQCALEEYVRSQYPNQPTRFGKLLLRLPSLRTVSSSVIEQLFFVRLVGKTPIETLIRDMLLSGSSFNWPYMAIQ
MC4R ag barr: human MC4R agonism via beta-arrestin. P32245. U2OS MC4R beta-arrestin complementation, luminescence; percent of melanotan II response, DMSO zero. activation, % at 8.9 µM. 360,000 compounds, 0.98% hits. AID 540308;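 active means activation above a per-plate cutoff, the mean activation of sample wells on that plate plus 3 SD, cut at about 8% in these data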
SRC1 inh: human NCOA1 inhibition; 360,000 compounds, 0.12% hits; HEK293 GAL4-SRC1 luciferase reporter, luminescence; AID 588354; Q15788; inhibition, % at 3.6 µM;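 active means inhibition above the campaign mean plus 3 SD, with each screening campaign given its own cutoff, cut at about 60% in these data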;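 further: 0% = DMSO treated cells and 100% = gossypol at 36 µM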
TLR9-MyD88 inh: TLR9-MyD88 interaction inhibition | 340,000 compounds, 0.21% hits | CHO BLA complementation TLR9-MyD88, CCF4 FRET ratio | Q9NR96+Q99836 | AID 504734 | inhibition, % at 4.98 µM;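 active means inhibition above the mean over all tested compounds plus 3 SD, cut at about 21% in these data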;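 further: 0% = DMSO only wells and 100% = clavulanate BLA inhibitor control wells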
ABHD5 PLIN5 PPI: blocks binding of human ABHD5 to perilipin-5 | Q00G26+Q8WTS1 | Split G. princeps luciferase complementation, luminescence, 4 h | inhibition, % at 4 µM | 360,000 compounds, 0.78% hits | AID 602281;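 active means inhibition above the mean inhibition across every tested compound plus 3 SD, cut at about 22% in these data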;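 further: 0% = DMSO only wells and the 100% control is not disclosed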
LRH-1 inv ag: NR5A2 inverse agonism in reporter assay | inhibition, % at 3.6 µM | O00482 | HEK293T StAR-luciferase reporter, LRH-1 transfected, 24 h | 360,000 compounds, 0.13% hits;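 active means inhibition above the mean inhibition of all tested compounds plus 3 SD, cut at about 73% in these data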;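 further: 0% = DMSO wells and 100% = reporter-only cells lacking LRH-1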
Target sequence (O00482 whole entry, looked up): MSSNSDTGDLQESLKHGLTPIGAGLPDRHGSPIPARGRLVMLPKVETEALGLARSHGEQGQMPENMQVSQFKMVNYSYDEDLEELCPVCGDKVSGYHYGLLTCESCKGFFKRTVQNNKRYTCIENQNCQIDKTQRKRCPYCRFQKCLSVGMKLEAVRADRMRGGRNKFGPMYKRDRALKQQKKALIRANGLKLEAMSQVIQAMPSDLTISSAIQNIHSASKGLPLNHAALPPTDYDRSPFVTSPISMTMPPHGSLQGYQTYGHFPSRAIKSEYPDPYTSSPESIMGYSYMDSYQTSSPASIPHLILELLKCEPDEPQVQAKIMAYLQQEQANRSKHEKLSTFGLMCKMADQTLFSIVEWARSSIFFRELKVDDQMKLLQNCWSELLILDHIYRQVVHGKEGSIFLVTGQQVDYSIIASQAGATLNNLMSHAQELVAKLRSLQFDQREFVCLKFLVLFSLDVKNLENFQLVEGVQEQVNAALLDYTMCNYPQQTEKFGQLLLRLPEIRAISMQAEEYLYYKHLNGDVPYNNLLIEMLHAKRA
NCOA2 inhibitor: human SRC2 (NCOA2) inhibition. HEK293 GAL4-SRC2 luciferase reporter, luminescence. Q15596. inhibition, % at 9 µM. 370,000 compounds, 0.17% hits;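 active means inhibition above the mean inhibition of all tested compounds plus 3 SD, set per campaign, cut at about 52% in these data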;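 further: 0% = DMSO treated cells and 100% = cells given Gossypol at 36 µM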
LMP1 NFkB inh: inhibitors of Epstein-Barr LMP1-induced NF-kappaB reporter | inhibition, % at 12.5 µM | 350,000 compounds, 0.69% hits | AID 504558 | LMP1-induced NF-kappaB luciferase reporter cells, luminescence; in the data active means inhibition above about 41%;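 further: 0% = neutral control wells and 100% = reference inhibitor control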
An asterisk follows results filed as active; . = not tested or not shown.

MC4R antag cAMP	SRC3 inh	NOD2 RIPK2 PPI	COUP-TFII inh	MC4R ag barr	SRC1 inh	TLR9-MyD88 inh	ABHD5 PLIN5 PPI	LRH-1 inv ag	NCOA2 inhibitor	LMP1 NFkB inh	molecule
-4	-6	1	-2	-0.4	2	10	-4	13	-3	11	O=S(=O)(NC1CCCCC1N1CCCCC1)c1ccc(Cl)cc1 (stereo not given)
2	8	0	10	-1.6	7	-5	-10	8	12	11	O=C(Nc1ccc(S(=O)(=O)N2CCCCC2)cc1)c1ccc(Cl)nc1
16	-6	4	6	-0.7	8	-7	2	13	18	-8	Cc1ccccc1-c1cc(C(=O)N/N=C/c2cccnc2)c2ccccc2n1
1	-3	-9	-1	-0.3	-6	-3	8	7	-7	-5	O=c1[nH]c2sc3c(c2c(=O)n1Cc1ccccc1)CCC3
7	-9	18	6	16*	-2	2	0	-5	-10	-26	COc1ccc(/C=N/Nc2cc(C)nc3ccc(Br)cc23)cc1
5	12	1	-3	-2.8	-8	-13	0	-26	35	-1	CC(C)c1nc(N2CCOCC2)c(C#N)c2c1CCC2
2	26	4	-16	1.0	-35	-2	-7	4	6	11	COc1ccc(C2(c3ccc(OC)cc3)NC(=O)N(CC(=O)N(C)C)C2=O)cc1
22	28	-7	-4	1.6	18	0	-10	-13	1	-7	CN(CCOc1ccc(Cl)cc1)CC(O)c1ccccc1 (stereo not given)
29*	-26	1	.	-1.4	-67	3	1	-49	.	-2	O=C(Nc1nc2ccccc2[nH]1)c1ccc(Cl)c(S(=O)(=O)N2CCCC2)c1
1	-7	1	-28	5.6	-18	2	9	-2	-6	-8	Cc1sc2nc(-c3cccs3)oc(=O)c2c1C
0	15	11	-21	0.0	-14	-4	1	5	-30	5	Cc1cc(NC(=O)CSc2nc3ccccc3c(=O)n2-c2ccccc2)no1
1	1	-2	6	-1.8	-24	3	3	8	1	5	CCOC(=O)c1cc(C#N)c(N2CCN(C(=O)c3ccccc3)CC2)nc1C(F)(F)F
12	11	1	-5	7.9	24	8	-4	6	11	-7	CCCCCOc1ccc(/C=C/c2c([N+](=O)[O-])c(=O)n(C)c(=O)n2C)cc1
19	-6	4	23	0.4	13	-5	-2	-15	13	9	Cc1ccc(NC(=O)c2ccc(=O)[nH]n2)cc1S(=O)(=O)Nc1ccc(SC(F)F)cc1
3	6	-5	-21	-2.7	-4	4	0	-22	-10	6	CCNC(=O)CCSc1nc2cc(Cl)ccc2o1
-4	18	-5	3	-1.3	-15	-1	18	17	-39	4	COc1ccccc1Oc1nc2ccccn2c(=O)c1/C=C(\C#N)C(=O)Nc1c(C)n(C)n(-c2ccccc2)c1=O
5	-1	-11	-12	6.3	20	-10	-5	20	14	5	C/C(=N\NS(=O)(=O)c1ccc(C(C)(C)C)cc1)c1ccccc1
4	9	5	21	-1.1	5	-1	-1	8	-8	4	COc1cccc(CN2CCN(c3nc4nonc4nc3N3CCCCC3)CC2=O)c1
9	-5	4	-7	0.3	-2	-2	2	-21	1	-1	CCOC(=O)c1sc(-c2ccccc2)cc1NC(=O)Nc1ccccc1
2	-11	-14	-11	0.6	-14	-3	4	-10	-43	-7	CC(C)c1ccc(NC(=O)COc2nncc3ccccc23)cc1
-6	14	2	-5	-2.7	-22	-6	-3	3	-2	-5	COc1ccc(CCN2C(=O)NC(NS(=O)(=O)c3ccc(NC(C)=O)cc3)(C(F)(F)F)C2=O)cc1OC (stereo not given)
3	-1	-2	-12	-1.8	-1	-4	-1	-2	1	2	Cc1cc(S(=O)(=O)NCc2ccc(S(N)(=O)=O)cc2)c(C)s1
1	24	5	11	-0.8	15	9	6	3	0	-6	COc1ccc(S(=O)(=O)NC(C)C)cc1C(=O)NC1CCCCC1
6	-73	0	-6	-0.3	-38	-3	-10	-77	-23	-5	C=CCNc1ncnc2c1[nH]c1ccc(Cl)cc12
8	-2	-3	0	-0.7	-8	-1	-1	-21	-7	7	CC1(C(=O)NNC(=S)NCC2CCCO2)CC1(Cl)Cl (stereo not given)
.	.	-6	-1	.	.	.	5	6	-3	.	COC(=O)CCCn1cc(CN2CC(N3CCN(C)CC3)CS2(=O)=O)nn1 (stereo not given)
3	14	6	-2	4.7	16	4	-12	-10	-37	0	O=S(=O)(NCCc1ccc(F)cc1)c1cc(C(F)(F)F)ccc1Br
11	22	-3	-11	1.1	-1	14	-5	13	-16	-8	COc1ccccc1NS(=O)(=O)c1ccc(C(=O)N2CCCC(C(F)(F)F)C2)cc1 (stereo not given)
-16	24	-17	20	4.1	14	1	11	9	-16	-2	Cc1ccnc(SCc2cc(=O)c(OC(=O)c3ccco3)co2)n1
5	-2	5	4	-0.7	9	-3	10	0	12	-4	CN(C)CCCNC(=O)C[C@H]1C[C@H](C(=O)N2CCCCC2)[C@@]2(C)c3[nH]c4cc(-c5ccco5)ccc4c3CCN2C1=O

Complete entries as entered above. Order of values: MC4R antag cAMP	SRC3 inh	NOD2 RIPK2 PPI	COUP-TFII inh	MC4R ag barr	SRC1 inh	TLR9-MyD88 inh	ABHD5 PLIN5 PPI	LRH-1 inv ag	NCOA2 inhibitor	LMP1 NFkB inh
Results for `C=CCNc1ncnc2c1[nH]c1ccc(Cl)cc12` = 6	-73	0	-6	-0.3	-38	-3	-10	-77	-23	-5
Results for `COc1ccc(CCN2C(=O)NC(NS(=O)(=O)c3ccc(NC(C)=O)cc3)(C(F)(F)F)C2=O)cc1OC` (stereo not given) = -6	14	2	-5	-2.7	-22	-6	-3	3	-2	-5

Entries listed so far printed as active in MC4R ag barr.
MC4R antag cAMP	SRC3 inh	NOD2 RIPK2 PPI	COUP-TFII inh	MC4R ag barr	SRC1 inh	TLR9-MyD88 inh	ABHD5 PLIN5 PPI	LRH-1 inv ag	NCOA2 inhibitor	LMP1 NFkB inh	molecule
7	-9	18	6	16*	-2	2	0	-5	-10	-26	COc1ccc(/C=N/Nc2cc(C)nc3ccc(Br)cc23)cc1

Reformatted: 3 of the compounds above
Under each structure: MC4R antag cAMP	SRC3 inh	NOD2 RIPK2 PPI	COUP-TFII inh	MC4R ag barr	SRC1 inh	TLR9-MyD88 inh	ABHD5 PLIN5 PPI	LRH-1 inv ag	NCOA2 inhibitor	LMP1 NFkB inh
- CCOC(=O)c1sc(-c2ccccc2)cc1NC(=O)Nc1ccccc1
→ 9	-5	4	-7	0.3	-2	-2	2	-21	1	-1
- CC(C)c1ccc(NC(=O)COc2nncc3ccccc23)cc1
→ 2	-11	-14	-11	0.6	-14	-3	4	-10	-43	-7
- COc1ccc(CCN2C(=O)NC(NS(=O)(=O)c3ccc(NC(C)=O)cc3)(C(F)(F)F)C2=O)cc1OC (stereo not given)
→ -6	14	2	-5	-2.7	-22	-6	-3	3	-2	-5

Continued:
MC4R antag cAMP	SRC3 inh	NOD2 RIPK2 PPI	COUP-TFII inh	MC4R ag barr	SRC1 inh	TLR9-MyD88 inh	ABHD5 PLIN5 PPI	LRH-1 inv ag	NCOA2 inhibitor	LMP1 NFkB inh	molecule
2	-13	-10	2	-3.9	4	-8	-5	-18	-25	-2	Cc1ccnc(NC(=O)C2CCN(S(=O)(=O)c3ccc4ccccc4c3)CC2)c1
6	10	11	-9	-0.2	-10	-6	1	16	5	-4	C/C(CC(=O)Nc1cccnc1)=N\NC(=O)C(=O)NC(C)C
-13	8	-1	15	-1.2	-14	-3	9	-20	-4	8	CCCCn1cnc2c(SCc3ccc(Br)cc3)nc(N)nc21
0	15	-7	7	-1.7	6	4	-4	15	10	0	Cc1ccccc1N(C(=O)c1ccccn1)C(C(=O)NCc1ccccc1)c1ccncc1 (stereo not given)
-3	-6	-7	9	0.2	-24	-2	7	-16	-38	-5	COc1cc(OC)c(NC(=O)CN(C)S(=O)(=O)c2ccc(-c3ccc(=O)[nH]n3)s2)cc1Cl
1	-1	-3	3	22*	-21	1	-7	-27	-30	-10	Cc1ccccc1OCc1nc(-c2ccc(NC(=O)c3ccc4c(c3)OCO4)cc2)no1
3	-55	-8	-11	-2.6	-4	13	2	-4	-21	4	Cc1cc(C)cc(-n2nnc3ccccc3c2=O)c1
5	-6	-4	11	-1.7	-8	4	0	8	3	2	COc1ccc(OC)c(N=C(N)N=C(N)N)c1
-13	-7	2	-14	-0.2	17	8	-8	4	-4	-2	COc1ccc(C=O)cc1CN1C(=O)c2ccccc2C1=O
-5	12	1	17	-2.6	0	-2	-3	7	13	2	CCc1ccc(-c2csc3ncn(CC)c(=O)c23)cc1
-5	4	-6	11	-0.2	13	6	-3	26	-5	-11	CC(C)N1CCc2c(sc(NC(=O)Cc3ccccc3)c2C#N)C1
-9	7	3	-27	-1.5	-2	-7	5	-2	-3	-2	O=C(COC(=O)c1cc([N+](=O)[O-])ccc1N1CCOCC1)NC1CCS(=O)(=O)C1 (stereo not given)
-4	16	0	5	0.8	-3	1	-1	-2	-1	-28	Cc1ccc(Nc2nc(N)c([N+](=O)[O-])c(N3CCC(C)CC3)n2)cc1C
2	-9	-13	-8	-1.1	-5	-11	16	-5	-30	0	O=C(/C=C/c1ccco1)Nc1ccc(C(=O)N2CCOCC2)cc1
23	-10	-2	-1	2.0	9	1	-4	7	-10	-10	CC(C)(C)OC(=O)NN1CC(=O)N2Cc3ccccc3C[C@@H]2C1=O
0	-12	9	18	3.2	-5	-4	-9	-7	18	-9	COc1ccccc1C(=O)NCCOc1ccc(C(C)(C)C)cc1

The list is partial; the hit share may differ from the screen's.
